Screening results deposited in PubChem by several laboratories.
Vc quorum ag: inducers of Vibrio cholerae quorum light production without autoinducers; AID 588436; 350,000 compounds, 0.16% hits; V. cholerae BH1578 lux reporter, luminescence, 6 h; activation, % at 18.7 µM; in the data active means activation mostly above about 9.7%, no sharp cut-off; further: not every result past the cut was called active; inactives centre near 0; reference of the scale not given here
Rv3671c inh: inhibits the M. tuberculosis serine protease Rv3671c. P9WHR9. inhibition, % at 5.96 µM. 320,000 compounds, 0.048% hits. AID 2606; in the data active means inhibition above about 38%;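 further: extracellular domain of Rv3671c used as enzyme; 0% = enzyme with DMSO and 100% = no enzyme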
Target sequence (P9WHR9 whole entry, looked up, the tested form may be a part): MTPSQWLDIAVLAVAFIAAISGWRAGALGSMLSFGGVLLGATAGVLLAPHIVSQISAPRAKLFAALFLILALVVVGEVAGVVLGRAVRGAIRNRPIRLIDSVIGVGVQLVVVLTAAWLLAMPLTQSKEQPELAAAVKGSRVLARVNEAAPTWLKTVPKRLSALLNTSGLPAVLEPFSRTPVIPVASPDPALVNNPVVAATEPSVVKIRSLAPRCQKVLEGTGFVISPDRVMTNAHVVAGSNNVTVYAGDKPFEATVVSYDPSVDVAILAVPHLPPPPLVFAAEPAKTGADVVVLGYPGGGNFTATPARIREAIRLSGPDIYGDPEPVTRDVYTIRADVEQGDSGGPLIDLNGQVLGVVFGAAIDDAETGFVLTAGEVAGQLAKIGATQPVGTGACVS
SARS 3CLpro inh: SARS-CoV 3CLpro protease inhibition. P0C6X7. recombinant SARS-CoV 3CLpro, quenched FRET peptide cleavage. inhibition, % at 6 µM. 290,000 compounds, 0.14% hits. AID 1706; in the data active means inhibition above about 12%
FBA Mtb inh: inhibits M. tuberculosis FBA enzyme | P9WQA3 | purified M. tuberculosis FBA, fluorescence read-out | inhibition, % at 1 µM | 360,000 compounds, 2.3% hits | AID 588726; in the data active means inhibition above about 27%;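 further: 0% = vehicle and 100% = reference inhibitor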
BioA inh: BioA (M. tuberculosis) enzyme inhibition; AID 602481; inhibition, % at 9.99 µM; purified M. tuberculosis BioA enzyme, plate reader; 360,000 compounds, 0.096% hits; in the data active means inhibition above about 40%
VHR inh abs: DUSP3 (human) phosphatase inhibition. inhibition, % at 13.3 µM. 290,000 compounds, 0.52% hits. recombinant VHR phosphatase, pNPP absorbance. P51452. AID 1654; in the data active means inhibition above about 50%; further: some compounds called inactive have numbers as strong as hits
Target sequence (P51452 whole entry, looked up): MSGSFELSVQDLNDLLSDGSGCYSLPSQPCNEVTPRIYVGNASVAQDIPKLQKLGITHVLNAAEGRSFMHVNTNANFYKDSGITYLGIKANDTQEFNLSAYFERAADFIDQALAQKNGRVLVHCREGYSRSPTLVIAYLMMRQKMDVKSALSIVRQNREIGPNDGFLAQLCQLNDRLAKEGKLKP
GDH-TPI counter: GDH-TPI coupled enzyme inhibition counter-screen. GDH-TPI coupled enzyme counterscreen, NADH absorbance. inhibition, % at 4.8 µM. 360,000 compounds, 1.2% hits. AID 588335; in the data active means inhibition above about 30%;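 further: 0% = DMSO wells and 100% = wells lacking the enzyme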
UGM FP inh: blocks M. tuberculosis UGM enzyme; purified UGM, fluorescence polarization probe displacement; inhibition, % at 10 µM; 320,000 compounds, 0.06% hits; P9WIQ1; in the data active means inhibition above about 10%, passing the limit was not always enough
Target sequence (P9WIQ1 whole entry, looked up): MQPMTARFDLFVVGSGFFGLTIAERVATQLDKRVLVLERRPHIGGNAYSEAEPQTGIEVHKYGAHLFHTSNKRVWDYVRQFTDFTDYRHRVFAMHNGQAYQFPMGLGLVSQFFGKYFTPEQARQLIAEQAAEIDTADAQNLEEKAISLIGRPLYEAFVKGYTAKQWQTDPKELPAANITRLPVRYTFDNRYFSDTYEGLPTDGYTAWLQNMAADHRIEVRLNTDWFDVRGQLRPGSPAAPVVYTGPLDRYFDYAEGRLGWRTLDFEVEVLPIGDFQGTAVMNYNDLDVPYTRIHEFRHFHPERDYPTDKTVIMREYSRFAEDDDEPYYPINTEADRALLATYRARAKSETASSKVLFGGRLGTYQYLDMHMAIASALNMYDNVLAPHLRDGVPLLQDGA
MazEF act: MazEF (E. coli) toxin RNase activation | P0AE70 | FAM/BHQ RNA-DNA oligo cleavage fluorescence, 5 h | activation, % at 20 µM | 350,000 compounds, 0.32% hits | AID 504720; in the data active means activation above about 50%
PriA SSB inh: K. pneumoniae PriA-SSBct interaction inhibition; AlphaScreen SSBct-PriA binding, biotinylated peptide; inhibition, % at 33 µM; 430,000 compounds, 0.6% hits; in the data active means inhibition mostly above about 37%, no sharp cut-off; inactive means mostly below about 20%;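 further: plate controls were negative control peptide for no effect and reference peptide for full effect; strong numbers were not always called active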
* marks the source's active call; other numbers are inactive results; i = inactive; nt = no result given. An excerpt, so the mix of outcomes need not match the whole.

entry	molecule	Vc quorum ag	Rv3671c inh	SARS 3CLpro inh	FBA Mtb inh	BioA inh
1	CC(C)NC(=O)C1CCN(C2CCN(C(=O)c3scc4c3CCCC4)CC2)CC1	i	-0.8	-0.5	3.6	nt
2	c1ccc(CNn2nnnc2-c2ccccc2)cc1	i	4.0	-3.6	1.0	-0.4
3	CCOP(=O)(OCC)C(NC(=O)c1ccc(C)cc1)=C(Cl)Cl	-0.3	-5.5	-1.3	-2.7	nt
4	COc1ccc(NC(=O)CSc2ncn(-c3ccccc3)n2)cc1Cl	-0.6	-21.5	-3.0	-1.5	0.1
5	COc1ccc(Cl)cc1NC(=S)N(CCN1CCOCC1)C1CCN(C(C)=O)CC1	-0.2	-7.9	3.8	-0.4	1.9
6	CNC(=S)NNC(=O)c1sc2cc(C(F)(F)F)cnc2c1-c1ccccn1	-0.2	-4.9	0.8	7.9	nt
7	Cc1cc(NC(=O)CSc2nnc(C3CC3)n2Cc2ccccc2)no1	i	1.6	-1.2	-0.5	nt
8	CNC(=O)c1csc(-c2cccs2)n1	i	-0.3	2.3	1.7	nt

entry	VHR inh abs	GDH-TPI counter	UGM FP inh	MazEF act	PriA SSB inh
1	10.3	1.3	-5.1	4.3	-5.9
2	7.2	-12.7	-1.6	0.3	-5.3
3	-1.6	1.2	-3.5	10.3	-6.6
4	19.7	-4.2	-2.6	-6.6	-3.3
5	22.3	5.1	-0.4	4.4	-2.9
6	9.3	9.9	2.4	-0.3	-1.4
7	20.2	-3.1	0.6	-7.4	6.3
8	24.4	-7.7	1.7	-4.1	-2.7

Next section:
entry	molecule	Vc quorum ag	Rv3671c inh	SARS 3CLpro inh	FBA Mtb inh	BioA inh
9	O=c1[nH]c(C2CCCN(S(=O)(=O)Cc3ccccc3)C2)nc2c1nnn2Cc1cccc(Cl)c1 (centres undefined)	-0.1	4.3	1.4	3.1	-1.5
10	O=c1ccc(/C=C/c2ccccc2)nn1Cc1ccc(F)cc1	i	-5.0	2.0	13.1	nt
11	CC(C)COc1ccc(CNC(=S)N/N=C/c2ccc([N+](=O)[O-])cc2)cc1	6.2	3.1	-0.3	2.8	-3.8
12	CC1CCCC(NC(=O)CN(C)CC(=O)Nc2cccc(F)c2)C1C (centres undefined)	i	5.7	nt	1.6	2.0
13	CCOc1ccc(-c2nc(CSc3nnc(N)s3)cs2)cc1OC	-0.5	-5.0	-3.7	11.9	-1.9
14	O=C(O)CCC(=O)Nc1cccc(C(=O)c2ccccc2)c1	-0.3	-1.6	-2.4	0.5	-1.0
15	COc1ccccc1N(CC(=O)N/N=C(\C)c1ccc(F)cc1)S(=O)(=O)c1ccccc1	i	4.0	nt	0.1	-1.4
16	COC(=O)Nc1c(-c2ccccc2)nc2ccccn12	i	0.5	1.2	74.6*	-0.1

entry	VHR inh abs	GDH-TPI counter	UGM FP inh	MazEF act	PriA SSB inh
9	24.1	3.7	-2.1	-2.4	-0.2
10	19.7	2.2	-2.0	0.4	-5.6
11	5.7	20.5	-0.8	-8.6	nt
12	nt	-0.4	-0.7	8.3	-19.5
13	29.6	19.5	nt	5.4	1.6
14	17.0	3.8	2.5	3.2	-13.1
15	nt	4.9	0.5	-8.0	nt
16	29.8	1.8	-1.6	7.0	5.4

Only UGM FP inh, Rv3671c inh and Vc quorum ag, for some of the entries so far:
No. | mol | UGM FP inh | Rv3671c inh | Vc quorum ag
10 | O=c1ccc(/C=C/c2ccccc2)nn1Cc1ccc(F)cc1 | -2.0 | -5.0 | i
11 | CC(C)COc1ccc(CNC(=S)N/N=C/c2ccc([N+](=O)[O-])cc2)cc1 | -0.8 | 3.1 | 6.2

Next part.
entry	molecule	Vc quorum ag	Rv3671c inh	SARS 3CLpro inh	FBA Mtb inh	BioA inh
17	Clc1ccc(N=NN2CCOCC2)cc1	-0.8	-0.1	-3.4	4.6	-2.7
18	CN(C(=O)c1cccc(NC(=O)Cc2cccc(NC(=O)C3CCCN(C(=O)C4CCC4)C3)c2)c1)C1CCC1 (centres undefined)	2.8	nt	nt	6.2	-1.6
19	CCOC(=O)c1c(NC(=O)COC)sc2c1CCCC2	i	-8.1	-2.2	-1.1	-0.8
20	CCOC(=O)CNC(=O)N1CCCC(CNS(=O)(=O)Cc2ccccc2)C1 (centres undefined)	-0.9	-1.4	-2.9	1.2	-0.9
21	COCCn1c(SCC(=O)Nc2ccccc2OC)nnc1-c1ccco1	-3.1	3.5	-7.3	-6.4	1.1
22	O=C(OCCN1CCCCC1)c1ccc(Cl)cc1	i	3.6	0.4	1.4	-1.1
23	COc1ccc(-c2nc(NC(C)=O)sc2-c2ccc(OC)cc2)cc1	9.7	1.8	4.3	2.7	9.0
24	CCOc1ccc(C(=O)NC2CCN(CC(=O)NCc3cccs3)CC2)cc1	-1.6	2.1	3.2	1.6	nt

entry	VHR inh abs	GDH-TPI counter	UGM FP inh	MazEF act	PriA SSB inh
17	17.9	8.8	-0.7	8.6	-9.4
18	nt	5.2	nt	-4.3	2.5
19	-2.0	0.0	1.3	-4.0	-21.6
20	29.6	4.8	1.1	7.3	10.4
21	29.7	-12.0	-0.8	5.9	-2.2
22	-4.6	2.9	-0.3	0.8	-3.7
23	-15.3	4.3	0.8	1.9	-1.9
24	23.4	-2.2	1.6	-4.2	-5.5

New compounds follow:
entry	molecule	Vc quorum ag	Rv3671c inh	SARS 3CLpro inh	FBA Mtb inh	BioA inh
25	O=C(CSCc1ccccc1)Nc1nccs1	nt	2.4	4.2	-3.1	-0.8
26	COC(=O)C(Cc1ccccc1)NC(=O)CC(C)CC(=O)Nc1ccc(C)cc1 (centres undefined)	i	4.3	0.5	2.2	-0.1
27	COCCNC(=O)C1CCN(S(=O)(=O)c2c(C)noc2/C=C/c2cccs2)CC1	-0.6	9.3	0.1	0.4	nt
28	c1ccc(C2=Nc3cccnc3C(c3ccccc3)=NN2)cc1	2.1	-2.4	1.0	-0.1	-0.8
29	COCC(C)Nc1ncnc2c1cnn2-c1ccc(Cl)cc1 (centres undefined)	i	3.9	-1.9	24.7	0.3
30	CCCCCCn1c(O)c(C=NC2CCN(Cc3ccccc3)CC2)c(=O)[nH]c1=O	nt	-15.0	2.2	1.5	-0.1
31	C=CC[C@@H](CC(=O)N(CCO)Cc1ccccc1)C(=O)N[C@H](C)COC(=O)[C@@H](CC=C)Cc1ccc(F)cc1	0.5	-0.6	nt	2.9	0.6
32	COc1ccc(CCNC(=O)c2cc3sccc3n2C)cc1OC	-0.1	-6.0	7.4	7.0	9.5

entry	VHR inh abs	GDH-TPI counter	UGM FP inh	MazEF act	PriA SSB inh
25	-8.8	-6.9	-1.9	-4.2	-9.5
26	13.4	1.7	-0.5	6.0	-6.3
27	-21.3	39.2*	1.7	-6.6	-10.8
28	10.8	7.4	0.6	5.6	2.2
29	12.0	13.6	1.2	7.9	-14.4
30	17.5	2.7	1.5	6.1	-8.5
31	nt	-12.6	-3.3	1.4	7.5
32	8.1	-1.9	-3.1	3.0	5.5

Next results follow.
entry	molecule	Vc quorum ag	Rv3671c inh	SARS 3CLpro inh	FBA Mtb inh	BioA inh
33	COc1cccc(NC(=O)Cn2c(=O)n(C)c(=O)c3sc4c(c32)COC(C)(C)C4)c1	0.7	-0.1	5.1	-1.1	3.1
34	COc1ccc(S(=O)(=O)N(C)CC(=O)NCCN2CCOCC2)cc1	0.0	1.7	-2.8	-2.0	nt
35	COC(=O)c1ccccc1NC(=O)C1COc2ccccc2O1 (centres undefined)	i	-8.5	-1.6	4.7	-2.7
36	CCOC(=O)c1cccc(NC(=O)CCNS(=O)(=O)c2cc(Br)cnc2N)c1	-0.8	-2.8	-1.3	2.3	-1.0
37	COc1ccc(C(=O)N2N=C(c3ccccc3)CC2(O)C(F)(F)F)cc1 (centres undefined)	0.4	nt	4.6	2.0	nt
38	CCOC(=O)CSc1nc2c(sc(=S)n2Cc2ccco2)c(=O)n1-c1ccccc1	-0.4	-8.5	5.5	-2.4	-1.3
39	CCN(C[C@H]1N[C@@](CC)(C(=O)OC)[C@H]2C(=O)N(Cc3ccccc3)C(=O)[C@@H]12)S(=O)(=O)c1ccc(F)cc1	-0.5	-0.1	nt	-0.6	-0.1
40	O=C(Nc1ccccn1)C1CCN(C(=O)c2ccc(F)cc2)CC1	-5.9	4.7	nt	-1.1	0.4

entry	VHR inh abs	GDH-TPI counter	UGM FP inh	MazEF act	PriA SSB inh
33	-14.6	-0.5	0.7	8.6	8.4
34	-41.4	9.7	-0.3	4.1	0.2
35	-2.0	-1.5	-3.2	-2.1	-61.6
36	-12.2	0.4	0.4	4.5	13.1
37	13.1	0.3	nt	-5.2	-12.9
38	9.6	32.9*	1.1	0.2	4.0
39	nt	7.3	-1.7	3.1	8.1
40	nt	-5.8	nt	5.2	-5.0

The list continues:
entry	molecule	Vc quorum ag	Rv3671c inh	SARS 3CLpro inh	FBA Mtb inh	BioA inh
41	Cc1ccc(C(C(=O)NC(C)(C)C)N(Cc2ccc3c(c2)OCO3)C(=O)c2ccc(CN3CCOCC3)o2)o1 (centres undefined)	i	2.0	2.5	2.7	nt
42	C/C(CS(=O)(=O)c1ccccc1)=N\O	i	0.8	-4.8	1.4	nt
43	N#C/C(=C\c1ccccc1)c1n[nH]c(Cn2cncn2)n1	i	6.6	2.7	13.6	-1.0
44	Cc1cc(C)c(OCC(=O)OCC(=O)NNC(=O)c2ccccc2F)c(C)c1	i	3.6	nt	-2.2	-1.0
45	Cc1ccc(CN2CC(C(=O)Nc3ncc(C)s3)CC2=O)cc1 (centres undefined)	-1.1	nt	nt	0.6	-0.6
46	CCc1nc2ccc(C(=O)Nc3cc(-c4ccccc4)ccc3OC)cn2c1N(CC)CC(=O)N(C)C	i	nt	nt	8.4	-1.3
47	O=C(Nc1ccc(N=Nc2ccccc2)c(NC(=O)C2CCCO2)c1)C1CCCO1 (centres undefined)	-0.6	-8.9	-0.8	-3.1	nt
48	CCOc1cc(/C=C2/C(=O)ON=C2C)cc(Br)c1O	-0.4	0.8	0.5	-1.6	1.0

entry	VHR inh abs	GDH-TPI counter	UGM FP inh	MazEF act	PriA SSB inh
41	6.9	-3.8	2.5	-8.7	1.1
42	24.3	-1.0	-0.1	11.1	nt
43	6.9	11.8	-0.9	0.1	-10.1
44	nt	3.9	2.6	4.1	-16.0
45	nt	-4.8	nt	3.8	1.1
46	nt	1.3	nt	nt	nt
47	-11.7	12.6	-1.1	-10.2	61.4
48	10.4	20.2	0.1	-262.6	1.7

(list continues)
entry	molecule	Vc quorum ag	Rv3671c inh	SARS 3CLpro inh	FBA Mtb inh	BioA inh
49	CO/C=C/C#CC1(O)CCN(C)CC1	-2.9	1.8	-4.1	3.3	-1.5
50	CC(C)(C)NC(=O)c1cc2c(ccc3ccccc32)oc1=O	i	5.4	0.5	79.6*	3.6
51	COc1ccc(-c2c([C@H]3[C@H]4C=CC[C@@H](C)[C@@H]4C(=O)N3Cc3ccccc3)ccc3ccccc23)cc1OC	i	-4.9	nt	2.2	-0.8
52	CCn1cc(Br)c(C(=O)NC(=S)Nc2ccc(C(=O)OC)cc2)n1	0.0	-15.6	-5.3	-0.9	nt
53	Cc1cccc(OCCCCN2CCNCC2)c1	-0.3	9.8	nt	1.2	1.2
54	O=c1ccc(OCCOc2ccccc2)nn1-c1ccccc1	-0.2	-1.6	-3.1	3.4	nt
55	COc1ccc(C)cc1S(=O)(=O)N(C)CC(=O)NCc1ccccn1	-0.8	3.0	-2.1	-0.7	-0.7
56	O=[N+]([O-])c1ccc(CSc2nnc(SCc3ccc(Cl)cc3)s2)cc1	0.4	-19.5	-2.3	0.1	0.2

entry	VHR inh abs	GDH-TPI counter	UGM FP inh	MazEF act	PriA SSB inh
49	13.9	-1.6	-0.1	0.7	-12.4
50	4.1	4.9	1.6	6.9	-4.7
51	11.1	12.1	-0.1	3.3	5.3
52	5.0	-0.7	0.0	-18.3	-9.7
53	nt	3.4	1.3	8.6	1.9
54	-7.0	12.9	0.3	-4.0	-20.1
55	-28.8	4.2	-0.7	4.1	-4.8
56	-8.8	10.1	1.2	7.7	-1.8
